tim23-1 inh = growth inhibitors of tim23-1 mutant yeast, primary screen, luminescence, uHTS | inhibition, % at 20 µM | 1.3% of 330,000 active | S. cerevisiae tim23-1 growth, BacTiter-Glo luminescence, 24 h;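 active = growth inhibition of the mutant yeast at or above 50%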;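 note: temperature-sensitive mutant grown at 25 °C; plate controls were DMSO-treated mutant yeast for no effect and medium wells lacking yeast for full effect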
TIM10 inh = growth inhibitors of isogenic TIM10 control yeast, primary screen, counter-screen for tim10-1 yeast inhibitor project, luminescence, uHTS | inhibition, % at 10 µM | S. cerevisiae TIM10 strain growth, BacTiter-Glo luminescence, 24 h | 1.4% of 330,000 active | AID 463195, 2010;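 active = inhibition of 40% or more at the single tested concentration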;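 note: wild-type TIM10 isogenic control strain grown at permissive 25 °C; 0% = DMSO yeast wells and 100% = minimal medium wells without yeast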
697 NFkB inh = inhibitors of PMA/ionomycin-induced NF-kB reporter, 697 cells, primary screen, B-cell NF-kB inhibitor project, cell-based, luminescence, uHTS; 697 B-cell NF-kB luciferase reporter, 16 h; inhibition, % at 4 µM; 0.33% of 330,000 active; AID 435022, 2010; in the data active = inhibition above about 35%
tim10-1 inh = growth inhibitors of tim10-1 mutant yeast, primary screen, luminescence, uHTS. S. cerevisiae tim10-1 ts strain growth, BacTiter-Glo, 24 h. inhibition, % at 20 µM. 2.2% of 330,000 active;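 active = inhibition of at least 40%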;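 note: mutant grown at 25 °C; 0% = DMSO wells with yeast and 100% = wells holding no yeast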
UPR XBP1 act = activators of adaptive XBP1 UPR arm, primary screen, cell-based, CHO-XBP1 luciferase reporter, luminescence, uHTS; 0.33% of 330,000 active; activation, % at 20 µM; IRE1-XBP1 UPR activation; percent of tunicamycin response, DMSO as zero; AID 463104, 2010;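 active = versus positive control, 20 µM dose yields 30% or more activation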;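 note: 100% = tunicamycin at 10 µg/mL and 0% = DMSO only wells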
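Material: CHO-XBP1 cells stably carrying IRE1-XBP1-driven luciferase reporter / Amount: 1000 cells per well / Compound: 20 µM, 1% DMSO / Times: 6 h treatment, 37 °C / Detection: luciferase luminescence / Measure: % activation of reporter signal versus tunicamycin and DMSO controls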
Jurkat NFkB inh = inhibitors of induced NF-kB luciferase reporter, primary screen, TCR NF-kB activation inhibitor project, cell-based, luminescence, uHTS. Jurkat, PMA/ionomycin-induced NF-kB luciferase reporter. inhibition, % at 4 µM. 0.53% of 330,000 active. AID 435003, 2010; in the data active = inhibition above about 50%
Mdm2 MdmX PPI = inhibitors of human Mdm2-MdmX association, primary screen, cell-based, luminescence, split luciferase, SaOS-2, uHTS | SaOS-2 split-luciferase Mdm2/MdmX complementation | inhibition, % at 8 µM | 3% of 330,000 active | Protein Mdm4 (Homo sapiens) + E3 ubiquitin-protein ligase Mdm2 (Homo sapiens), …;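 active = inhibition of at least 50% at 8 µM in the primary screen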
Target sequence (O15151 whole entry, looked up): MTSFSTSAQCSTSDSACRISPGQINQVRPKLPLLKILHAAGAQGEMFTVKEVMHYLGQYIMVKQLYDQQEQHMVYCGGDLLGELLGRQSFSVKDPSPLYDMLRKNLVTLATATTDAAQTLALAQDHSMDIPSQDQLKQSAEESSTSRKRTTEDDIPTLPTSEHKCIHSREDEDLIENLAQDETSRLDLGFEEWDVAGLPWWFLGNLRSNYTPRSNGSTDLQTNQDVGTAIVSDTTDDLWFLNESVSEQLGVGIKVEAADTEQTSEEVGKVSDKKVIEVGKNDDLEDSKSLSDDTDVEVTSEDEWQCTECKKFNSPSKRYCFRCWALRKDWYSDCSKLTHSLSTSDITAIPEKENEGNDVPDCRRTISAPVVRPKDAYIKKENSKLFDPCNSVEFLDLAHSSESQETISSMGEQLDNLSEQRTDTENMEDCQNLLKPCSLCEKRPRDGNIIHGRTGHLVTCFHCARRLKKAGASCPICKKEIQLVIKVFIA
Target sequence (Q00987 whole entry, looked up): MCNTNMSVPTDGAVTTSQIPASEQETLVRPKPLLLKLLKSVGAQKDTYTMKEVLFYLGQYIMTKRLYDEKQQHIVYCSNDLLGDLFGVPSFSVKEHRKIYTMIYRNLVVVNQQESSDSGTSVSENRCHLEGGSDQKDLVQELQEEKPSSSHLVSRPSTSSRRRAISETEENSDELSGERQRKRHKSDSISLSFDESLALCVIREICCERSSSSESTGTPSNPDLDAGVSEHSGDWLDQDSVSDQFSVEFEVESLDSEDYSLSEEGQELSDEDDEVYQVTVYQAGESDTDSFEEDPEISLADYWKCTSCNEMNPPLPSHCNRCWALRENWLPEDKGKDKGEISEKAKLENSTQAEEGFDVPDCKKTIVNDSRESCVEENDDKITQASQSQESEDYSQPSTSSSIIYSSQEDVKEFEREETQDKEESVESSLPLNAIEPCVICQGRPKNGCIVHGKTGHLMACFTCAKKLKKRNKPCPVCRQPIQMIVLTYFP
UPR CHOP act = activators of apoptotic CHOP UPR arm, primary screen, cell-based, CHO-CHOP luciferase reporter, luminescence, uHTS; 0.34% of 330,000 active; AID 449763, 2010; UPR activation; percent of tunicamycin response over DMSO baseline; activation, % at 10 µM;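 active = at 10 µM dose, activation of 40% or more, normalized to positive control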;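 note: 100% = tunicamycin at 10 µg/mL and 0% = DMSO alone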
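System: CHO CHOP reporter cells. Amount: 500 cells per well. Buffer or medium: F12 medium, 10% FBS. Compound dosing: one dose, 10 µM in 0.5% DMSO. Incubation: 6 h compound exposure at 37 °C after overnight seeding. Technique: Steady-Glo luciferase luminescence. Benchmarks: tunicamycin and DMSO controls.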
* marks the source's active call; other numbers are inactive results.

SMILES	tim23-1 inh	TIM10 inh	697 NFkB inh	tim10-1 inh	UPR XBP1 act	Jurkat NFkB inh	Mdm2 MdmX PPI	UPR CHOP act
Cc1cc(C(F)(F)F)nn1CC(=O)NCC1CCCO1 (stereo not drawn)	9	-14	7	12	-2	-5	1	0.0
C=CCO/N=C(/CCC)C1=C(N)CC(C)(C)CC1=O	4	12	15	-9	0	-16	-4	-0.6
N#CC1=C(N)Oc2n[nH]c(-c3ccccc3)c2C12C(=O)Nc1ccccc12 (stereo not drawn)	2	-2	2	6	-1	2	39	0.3
O=C(c1ccc(-c2ccc([N+](=O)[O-])cc2Cl)o1)N1CCOCC1	16	16	9	16	1	-19	21	0.4
Cc1nnsc1NC(=O)OCc1ccccc1Cl	27	1	-7	23	0	5	22	1.1
O=C1CSC(=S)N1c1ccc(Cl)c(Cl)c1	54*	0	-15	42*	-4	-5	-4	1.8
O=C(CCCN1C(=O)C2CC=CCC2C1=O)Nc1ccccc1F (stereo not drawn)	-8	-8	15	-12	-5	-20	2	0.4
COc1ccc(OC)c(NC(=O)CSc2ccc3ccccc3c2)c1	9	-10	-36	3	0	-5	25	1.1
Cc1ccc(C)c(OCc2nc3ccccc3[nH]2)c1	15	-7	-44	8	4	-41	-3	3.0
COC(=O)c1ccccc1NC(=O)c1ccc(COc2ccccc2)o1	-4	0	-32	17	-1	-9	-16	0.7
O=C(COc1ccc2c(c1)OCO2)Nc1ccccc1F	4	2	12	20	5	-85	32	2.0
CC[C@H](C)[C@H](NC(N)=O)C(=O)Nc1ccc(S(=O)(=O)NC(C)C)cc1	3	7	4	5	4	8	4	-0.3
COC(=O)COc1ccc(Cl)cc1C1Nc2ccccc2C(=O)N1c1ccc(OC)cc1 (stereo not drawn)	28	20	-28	23	0	-23	-10	3.4
Cn1c(CC(=O)Nc2ccccc2)nnc1SCC(=O)NC1CCCC1	2	1	15	-14	-2	-2	17	0.5
CCOC(=O)c1c(NC(=O)c2c(Br)cnn2CC)sc(C)c1C	0	-8	-8	5	2	0	5	-1.1
CCOc1cccc(SCc2noc(C(=O)NCCOC)c2C(=O)O)c1	-19	-12	28	-10	-1	-21	17	-2.9
CC(C)c1ccc(OCC(=O)Nc2ccc(S(=O)(=O)Nc3ccccn3)cc2)cc1	-6	4	5	-27	-3	28	9	-1.3
NNC(=O)c1csc(-c2ccccc2)n1	-3	5	-5	-4	-1	1	-7	1.3
O=C(CCl)Nc1ccc(N2CCCCCC2)cc1	31	8	-5	6	9	9	34	14
CC12CNCC(C)(CN(C3(O)C(=O)Nc4ccc(Br)cc43)C1)C2=O (stereo not drawn)	1	-8	9	9	3	-8	14	-1.7
Cc1ccccc1N(CC(=O)Nc1ccccc1C(=O)NCc1ccco1)S(=O)(=O)c1ccccc1	30	22	-11	31	-3	5	5	2.1
COc1ccc(S(=O)(=O)NCCSCc2ccc(Cl)cc2)cc1NC(C)=O	2	12	13	13	0	-9	16	0.4
COC(=O)C1=C2SC(C)C(=O)N2C(N)=C(C#N)C1c1ccc(OC)c(OC)c1 (stereo not drawn)	2	-7	-4	7	0	-6	-20	-1.8
CC(Cc1cccnc1)NC(=O)c1cc(COc2ccc(F)cc2Cl)on1 (stereo not drawn)	32	3	7	34	-1	-16	2	2.1
CCOc1ccccc1C(=O)Nc1nnc(SCC(=O)N2CCOCC2)s1	16	1	1	11	8	-7	-9	-1.2
N#Cc1c(Nc2ccccc2Cl)s[nH]c1=O	9	10	24	7	-2	9	2	-0.8
NC(=O)c1cc(S(=O)(=O)Nc2ccccc2)cs1	1	7	2	-9	0	14	-8	-0.6
Cc1ccc2oc(=O)c3cnn(CC(=O)N4CCN(c5ccccn5)CC4)c3c2c1	30	8	0	35	-2	20	11	3.4
COc1ccc(/C=C/C(=O)c2nc3ccccc3n2CC(=O)c2ccc(OC)cc2)cc1	39	31	-21	41*	-3	-16	21	1.6
CCC(CC)c1nnc(NC(=O)C2CCN(C(=O)c3ccco3)CC2)s1	10	12	-48	-5	2	-19	33	-1.0
C/C(=N\NC(=S)NCCc1ccccc1)c1ccc(C)cc1	24	35	-1	37	-1	4	-18	3.3
CC(NC(=O)COC(=O)[C@@H]1CCCN1S(=O)(=O)c1ccccc1F)C12CC3CC(CC(C3)C1)C2 (stereo partly drawn)	43	-3	0	4	3	7	-23	1.5
CCC(=O)c1c(CC)c2n3c1CC[C@H]3CCC2	23	13	1	31	-2	33	4	-1.6
COC(=O)c1c(NC(=S)Nc2ccc(C(=O)N3CCOCC3)cc2)sc2c1CCC2	6	8	11	7	0	7	-13	0.7
CCn1c(SCC(=O)c2ccccc2)nnc1-c1cnccn1	15	-3	-61	33	-1	-38	-35	1.8
CCOc1ccc(NC(=O)c2cccc3c2C(=O)N(CCOC)C3)cc1	2	14	7	35	3	-7	-8	3.5

Looked up above:
COc1ccc(S(=O)(=O)NCCSCc2ccc(Cl)cc2)cc1NC(C)=O in Jurkat NFkB inh is listed with -9
NC(=O)c1cc(S(=O)(=O)Nc2ccccc2)cs1 in tim23-1 inh is listed with 1

Other structures follow:
SMILES	tim23-1 inh	TIM10 inh	697 NFkB inh	tim10-1 inh	UPR XBP1 act	Jurkat NFkB inh	Mdm2 MdmX PPI	UPR CHOP act
COc1cccc(CNC(=O)CCN2C(=S)NC(C)(C)CC2C)c1 (stereo not drawn)	-5	-5	5	20	-2	-8	-1	1.1
COc1ccccc1N1CCN(CC(=O)N(CC(C)C)c2c(N)n(CC(C)C)c(=O)[nH]c2=O)CC1	23	-5	12	11	-2	-6	1	1.8
O=S(=O)(Nc1ccc2c(c1)OCCO2)c1ccc(Br)s1	17	11	-5	10	-3	0	15	-1.1
COc1cc(S(N)(=O)=O)c(OC)cc1N	19	-13	-22	20	5	-25	-44	-2.6
CC(=O)N1CC=C2C(C#N)=C(N)C(C#N)(C#N)C(C)C2C1 (stereo not drawn)	7	2	6	10	-2	7	29	2.0
COc1ccccc1NC(=O)CN1CCN(c2ccccc2F)CC1	16	4	9	12	-1	-2	4	0.3
Cc1cccc(C)c1OCC(=O)Nn1c(=O)[nH]c2ccccc2c1=O	7	9	-10	-5	0	-10	4	-2.9
C=C(C)CSC1=C(C#N)C(c2ccccc2)CC(=O)N1 (stereo not drawn)	31	29	-2	38	0	-12	3	-0.8
Cc1cccc(SCC(=O)Nc2ccccc2[N+](=O)[O-])c1	17	2	-13	11	0	-12	17	2.0
CNS(=O)(=O)c1cc(-c2nnc(Nc3ccc(NC(C)=O)cc3)c3ccccc23)ccc1C	18	-9	-9	16	-6	-18	15	1.2
Cc1cccc(OCc2nc(-c3ccc(Br)o3)no2)c1	10	-17	-2	7	3	-25	4	3.3
COc1ccc(C2c3c(oc4ccccc4c3=O)C(=O)N2c2ccccn2)cc1 (stereo not drawn)	-10	1	5	7	0	-26	3	2.0

6 compounds drawn at random from those above, as already listed:
SMILES	tim23-1 inh	TIM10 inh	697 NFkB inh	tim10-1 inh	UPR XBP1 act	Jurkat NFkB inh	Mdm2 MdmX PPI	UPR CHOP act
Cc1cccc(SCC(=O)Nc2ccccc2[N+](=O)[O-])c1	17	2	-13	11	0	-12	17	2.0
CC(=O)N1CC=C2C(C#N)=C(N)C(C#N)(C#N)C(C)C2C1 (stereo not drawn)	7	2	6	10	-2	7	29	2.0
COc1cccc(CNC(=O)CCN2C(=S)NC(C)(C)CC2C)c1 (stereo not drawn)	-5	-5	5	20	-2	-8	-1	1.1
COc1ccccc1N1CCN(CC(=O)N(CC(C)C)c2c(N)n(CC(C)C)c(=O)[nH]c2=O)CC1	23	-5	12	11	-2	-6	1	1.8
Cc1cccc(C)c1OCC(=O)Nn1c(=O)[nH]c2ccccc2c1=O	7	9	-10	-5	0	-10	4	-2.9
COc1ccc(C2c3c(oc4ccccc4c3=O)C(=O)N2c2ccccn2)cc1 (stereo not drawn)	-10	1	5	7	0	-26	3	2.0

Carrying on:
SMILES	tim23-1 inh	TIM10 inh	697 NFkB inh	tim10-1 inh	UPR XBP1 act	Jurkat NFkB inh	Mdm2 MdmX PPI	UPR CHOP act
Cc1ccc(C(=O)Nc2ccccc2C(=O)NC(CC(=O)O)C(=O)O)cc1 (stereo not drawn)	7	7	-6	7	0	-4	-18	0.1
Cc1ccccc1NC(=S)NCc1cccs1	-3	10	16	15	1	2	7	-3.3
CCOc1cc(S(=O)(=O)N(CC)CC)c(OCC)cc1-n1cnnn1	-8	-14	-1	15	-2	-3	-7	-2.1
O=C(CN1C(=O)c2ccccc2S1(=O)=O)N1CCCCC1	-7	10	1	-12	0	8	0	0.8
O=C(OCc1nnc(-c2ccccc2)o1)C1CCN(S(=O)(=O)c2cccs2)CC1	1	0	-7	34	-4	0	-5	-1.1
C/C=C/C(=O)Nc1ccc(N2CCN(c3ccc(C(F)(F)F)cn3)CC2)nc1	-7	-13	25	-11	-2	-7	15	2.6
CC(=O)Nc1ccc(/C=N/NS(=O)(=O)c2cc(C)ccc2C)cc1	12	-3	17	5	2	-4	-22	-1.2
O=C(NC1CCCC1)c1ccc(Cl)c(S(=O)(=O)N2CCOCC2)c1	7	5	4	-15	-3	-5	6	-0.6
Cc1c(OCC(=O)NC(Cc2ccc(Cl)cc2)C(=O)O)ccc2c1oc(=O)c1ccccc12 (stereo not drawn)	10	8	-8	15	-2	-11	-17	0.1
Cc1cccn2c(=O)c3cc(C(=O)NCC4CCCO4)c(=N)n(Cc4ccc(F)cc4)c3nc12 (stereo not drawn)	8	-4	12	30	-1	17	20	2.2
CN(Cc1ccccc1)S(=O)(=O)c1nnc(NC(=O)c2ccc(F)cc2)s1	-11	2	-8	0	-2	-3	11	1.0
CCn1c(CNC(=O)C2CCCCC2)cc2cc(C)ccc21	-3	6	-10	2	-2	5	16	-0.7
CCOC(=O)C(Cc1ccc(OC)c([N+](=O)[O-])c1)NC(=O)CCC(=O)Nc1ccc(C)cc1 (stereo not drawn)	6	5	10	9	8	2	8	1.8
CC(NC(=O)C1CCC1)c1ccccc1 (stereo not drawn)	-4	-16	10	2	-3	-13	-11	-1.0
O=C(NC1=NCCS1)NC12CC3CC(CC(C3)C1)C2	35	24	19	9	-1	0	9	-0.7
CCOC(=O)c1c(C)[nH]c(C)c1C(=O)Cn1nnc(-c2ccccc2C)n1	28	16	-27	26	0	-4	-29	0.7
O=C(NNS(=O)(=O)c1c(F)cc(F)c(Cl)c1F)C12CC3CC(CC(C3)C1)C2	38	14	-43	27	-1	-25	-10	1.0
Cc1ccc(S(=O)(=O)NC(CC(C)C)C(=O)N2CCN(C/C=C/c3ccccc3)CC2)cc1 (stereo not drawn)	34	16	5	38	-1	-11	20	-1.0
O=C(O)c1ccccc1C(=O)Nc1ccccc1NC(=O)c1ccccc1C(=O)O	8	5	-32	-4	0	-18	-4	1.0
CN(CC(=O)NC(=O)NCc1ccccc1)CC(=O)Nc1ccc(Cl)c(Cl)c1	26	6	17	-15	-6	2	24	-0.7
COc1ccc2c(c1)[nH]c1c(=O)n(CC3CCCO3)cnc12 (stereo not drawn)	22	15	-2	6	1	-39	-10	0.8
CN(CCC#N)C(=O)COC(=O)c1ccc(CNS(=O)(=O)c2ccc(F)c(Cl)c2)cc1	6	-16	-1	7	-1	4	7	-0.3
Clc1ccc(C2Nc3cccc4cccc(c34)N2)cc1	33	11	-5	11	3	-10	22	0.2
Cc1cc(C)c(C)c(S(=O)(=O)N2CCN(c3ccc(O)cc3)CC2)c1C	23	2	-6	-19	-2	-9	17	0.7
CC(=O)N/C(=C\c1ccccc1)C(=O)Nc1ccccc1C	5	-14	9	22	0	5	-2	-2.0

Source: PubChem BioAssay (Sanford-Burnham Center for Chemical Genomics)
